From PubChem
mlh1 rad18: NCI yeast anticancer drug screen, S. cerevisiae mlh1 rad18 strain; % growth inhibition at 50 µM; 79,000 compounds, 11% hits;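 further: 0% = growth of vehicle-only cultures of the same strain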
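Test agents were incubated with a yeast strain of defined genotype (DNA damage repair defect). Inhibition of growth was derived by comparison with vehicle-exposed cultures.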
rad50: NCI yeast anticancer drug screen, S. cerevisiae rad50 strain; growth inhibition, % at 50 µM; 79,000 compounds, 10% hits;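 further: 0% = growth of vehicle-only cultures of the same strain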
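Cells are treated with compound, grown, and their growth is then scored against vehicle-only cultures of the same repair-deficient yeast strain.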
sgs1 mgt1: NCI yeast anticancer drug screen, S. cerevisiae sgs1 mgt1 strain | AID 161, 2004 | growth inhibition, % at 50 µM | 78,000 compounds, 10% hits;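 further: 0% = growth of vehicle-only cultures of the same strain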
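Compounds are added to genetically altered yeast, and growth is compared with cultures given vehicle alone to give percent inhibition.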
yeast mec2-1: NCI yeast anticancer drug screen, S. cerevisiae mec2-1 strain. % growth inhibition at 50 µM. 79,000 compounds, 9% hits;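 further: 0% = growth of vehicle-only cultures of the same strain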
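Yeast mec2-1 mutant treated with compound. Readout: growth inhibition vs vehicle controls.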
yeast bub3: NCI yeast anticancer drug screen, S. cerevisiae bub3 mutant strain | AID 167, 2004 | 78,000 compounds, 9.9% hits | growth inhibition, % at 50 µM;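 further: 0% = growth of vehicle-only cultures of the same strain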
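Whole-cell yeast assay. The mutant strain was incubated with compounds, and growth inhibition was determined by comparison with vehicle-treated cells.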
cln2 rad14: NCI yeast anticancer drug screen, S. cerevisiae cln2 rad14 strain. % growth inhibition at 50 µM. 78,000 compounds, 8.3% hits;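 further: 0% = growth of vehicle-only cultures of the same strain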
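Yeast strain cln2 rad14, bearing defects in cell cycle control and DNA repair, serves as the test system; values reflect growth inhibition compared with vehicle.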
Active calls of the source: *; & = joins results of further samples. No stated cut-off is given here; in the data, active means growth inhibition above about 70%; inactive means the rest.

SMILES	mlh1 rad18	rad50	sgs1 mgt1	yeast mec2-1	yeast bub3	cln2 rad14
CCN(CC)C(=O)c1cc2ccccc2[n+](C)c1	-7	0	-7	-22	3	-41
CO[C@@H]1[C@@H](OC2OC(C)C(OC3CC(C)(O)C(OC(=O)CC(C)C)C(C)O3)C(N(C)C)C2O)[C@@H](CC=O)C[C@@H](C)C(=O)/C=C/C2O[C@H]2C[C@@H](C)OC(=O)C[C@H]1OC(C)=O (stereo partly drawn)	17	4	5	-23	-14	9
COc1ccccc1I	26	16	-30	-4	-1	-8
O=[N+]([O-])c1cc(S(=O)(=O)NCc2ccco2)ccc1N/N=C/c1ccccn1	-7	-16	3	-31	-17	10
Nc1cc(=O)[nH]cn1	0	9	-5	7	-1	-5
CCCCCCCCCCCCOCCOCCOCC(N)=O	91*	91*	93*	93*	91*	89*
CCc1ccc(NC(=O)c2ccc(C(=O)Nc3ccc(CC)cc3)cc2)cc1	5	3	8	7	13	14
CCCCCCCC/C=C/CCCCCCCC(=O)OCC(=O)c1ccc(-c2ccccc2)cc1	47	39	27	29	14	21
COC(=O)C1(CC(=O)c2cccc([N+](=O)[O-])c2)NC(=S)NC(=O)C1C#N (stereo not drawn)	31	-18	-1	17	-4	-29
CN=Cc1c(O)ccc2ccccc12.[Cu+2]	53	15	2	8	-33	6
COc1ccc2c(ccc[n+]2CC(=O)c2ccc(SC)cc2)c1	1	2	20	12	20	21
NC(CSCCCCl)C(=O)O (stereo not drawn)	-16	-16	-8	-22	6	-27
CCC1SC(C)C(=O)NC1=O (stereo not drawn)	37	-15	-1	4	-8	-14
CCOCCn1c(=O)cc(C)c2ccccc21	-14	-20	-17	2	14	-41
C=C(C)C(CCc1nc(N)nc(N)n1)(CCc1nc(N)nc(N)n1)C(C)=O	31	34	17	12	8	-29
O=C1N(CCc2ccccc2)CCCS1(=O)=O	4	-1	34	-17	7	-12
Cc1ccc(C(O)c2cnc(C)n2Cc2ccccc2)cc1 (stereo not drawn)	-10	-47	-48	-12	-34	31
N#CN=C(N(Cc1ccccc1)Cc1ccccc1)N(Cc1ccccc1)Cc1ccccc1	-14	-4	-19	-12	12	21
O=C(NC(Cc1ccccc1)C(=O)NC(Cc1c[nH]c2ccccc12)C(=O)O)OCc1ccccc1 (stereo not drawn)	12	2	-4	7	-4	-7
CC1CCN(C(=O)Nc2ccc(Cl)cc2[N+](=O)[O-])CC1	-2	-3	48	42	24	-18
O=C(COc1cccc(Cl)c1)Nc1cccnc1	0	-5	14	19	1	-5
O=C(O)c1ccccc1S(=O)Cc1ccc(Br)cc1 (stereo not drawn)	4	-11	-23	-11	0	-6
COc1cc(C2C(Cl)C(=O)N2NC(=O)c2ccccc2O)ccc1O (stereo not drawn)	-25	-9	-33	-19	-30	-4
N=c1c2ccccc2c2ccccc2n1O	-19	2	-19	-5	-6	-11
O=C(O)CN=CC(O)C(O)C(O)C(O)CO (stereo not drawn)	-2	-10	4	-4	9	4
O=C1c2ccccc2-c2ccc(N=Nc3c(O)ccc4ccccc34)cc21	-3	-18	-9	-19	-11	-46
CCN(CC)CCn1c2cc3c(cc2c(=O)c2cccnc21)OCCO3	20	-13	-28	-12	-14	29
CCOC(C)OCCCI (stereo not drawn)	13	-26	4	-21	-13	-10
CC1=C/C(=C(\c2ccccc2)c2cc(C)c(O)c(CNCC(=O)O)c2)C=C(CNCC(=O)O)C1=O	1	-4	-12	4	-10	14
CC(C)(C)c1ccc(P(=O)(O)C(C)(C)C)cc1	7	-10	-16	6	4	35
F	-35	-34	-13	-39	-23	-8
O=C(O)c1cccc2c1OCO2	4	-13	-10	13	8	-53
O=C1CCCCc2ccc([N+](=O)[O-])cc21	2	-4	-22	-10	-7	-5
COc1ccc(C(C)c2cc3c(cc2OCCO)OCO3)cc1 (stereo not drawn)	46	8	44	7	42	18
c1cc2ccc3cc4ncccc4c4ccc(c1)c2c34	98*	98*	98*	98*	99*	92*
Clc1ccc(-n2ncc3c(Nc4ccccc4Cl)ncnc32)cc1	2	3	-6	-9	-2	-14
Nc1ccc(-c2ncc3cc(-c4cccc(-c5cc6cnc(-c7ccc(N)cc7)nc6c6ccccc56)c4)c4ccccc4c3n2)cc1	-3	25	-10	27	-24	6
O=[N+]([O-])c1ccc(S(=O)(=O)NC2c3ccccc3Oc3ccccc32)cc1	29	17	11	9	9	20
O=C1c2ccccc2C(=O)N1CNc1ccccc1/C(=N/O)c1ccccc1	-9	-13	-9	-4	0	-20
CC1(C)N=C(C(=O)c2ccccc2)N(O)C1(O)c1ccccc1 (stereo not drawn)	9	10	-6	-14	5	10
CC(C)NC(=O)CCSCCC(=O)NC(C)C	10	4	-4	-11	-18	-7
CN(/N=C\c1ccccc1[N+](=O)[O-])C(c1ccccc1[N+](=O)[O-])N(C)/N=C/c1ccccc1[N+](=O)[O-] (stereo not drawn)	-17	-5	10	7	-7	20
ICCCCSc1cc(-c2ccccc2)[o+]c2ccccc12	89*	93*	75*	72*	75*	24
CCOC(=O)c1nc2cc(C(F)(F)F)ccc2nc1Nc1ccc(F)cc1	-20	14	-16	20	-5	-20
O=C(Nc1ccc(Br)cc1)Oc1ccccc1C(=O)OCc1ccccc1	10	12	11	7	13	-26
CCOC(=O)c1c[nH]c2ccc([N+](=O)[O-])cc2c1=O	-18	-22	-10	1	-5	-18
O=C(O)C1(c2ccccc2)CCCCC1	2	-4	-15	-12	-6	-2
Clc1cc2c(c(CSc3nc4ccccc4n4cccc34)c1)OCOC2	-26	-12	-17	-38	-42	-7
Cc1cc(C)c(NC(=O)Nc2cccc(Cl)c2)c(C)c1	-17	-1	2	17	3	-4
O=c1[nH]c2ccccc2nc1CBr	91*	31	91*	71*	90*	2
COc1nc2c(ccn2C2OC(COC(C)=O)C(OC(C)=O)C(OC(C)=O)C2OC(C)=O)c(=O)n1C (stereo not drawn)	2	15	4	15	-6	2
COc1cc(C(C)c2cc3c(cc2OCCO)OCO3)cc(OC)c1OC (stereo not drawn)	11	16	12	-2	5	20
S=c1[nH]nc(SCc2ccccc2Cl)c2[nH]cnc12	10	11	6	-20	-12	-47
c1ccc(C2OCCO2)c(OCCOc2cc(OCCOc3ccccc3C3OCCO3)c(OCCOc3ccccc3C3OCCO3)cc2OCCOc2ccccc2C2OCCO2)c1	12	-8	-10	-19	-4	0
COC(=O)CC(O)c1ccccc1 (stereo not drawn)	-11	13	5	5	-2	11
CN1NC2(CCCCC2)ON=C1c1ccccc1	11	5	11	-6	-6	8
CCOc1ccccc1NC(=O)CC1Sc2ccccc2NC1=O (stereo not drawn)	22	24	15	-15	4	3
CC(=O)NCC(C)NC(C)=O (stereo not drawn)	8&-15	-7&-17	-27&-34	-15&-37	-2&-15	8&-7
Cc1ccc(OCC2OC(n3cnc4nc(Cl)nc(Cl)c43)CC2Oc2ccc(C)cc2)cc1 (stereo not drawn)	15	36	50	12	58	50
O=C(Nc1ccccc1)C(=O)C(C(=O)c1ccccc1F)C1OC(=O)c2ccccc21 (stereo not drawn)	-9	-12	-51	0	-16	0

Arranged by heavy-atom count (high to low): part of the list above.
SMILES	mlh1 rad18	rad50	sgs1 mgt1	yeast mec2-1	yeast bub3	cln2 rad14
c1ccc(C2OCCO2)c(OCCOc2cc(OCCOc3ccccc3C3OCCO3)c(OCCOc3ccccc3C3OCCO3)cc2OCCOc2ccccc2C2OCCO2)c1	12	-8	-10	-19	-4	0
COc1nc2c(ccn2C2OC(COC(C)=O)C(OC(C)=O)C(OC(C)=O)C2OC(C)=O)c(=O)n1C (stereo not drawn)	2	15	4	15	-6	2
Cc1ccc(OCC2OC(n3cnc4nc(Cl)nc(Cl)c43)CC2Oc2ccc(C)cc2)cc1 (stereo not drawn)	15	36	50	12	58	50
O=C(Nc1ccccc1)C(=O)C(C(=O)c1ccccc1F)C1OC(=O)c2ccccc21 (stereo not drawn)	-9	-12	-51	0	-16	0
COc1cc(C(C)c2cc3c(cc2OCCO)OCO3)cc(OC)c1OC (stereo not drawn)	11	16	12	-2	5	20
Clc1cc2c(c(CSc3nc4ccccc4n4cccc34)c1)OCOC2	-26	-12	-17	-38	-42	-7
CCOc1ccccc1NC(=O)CC1Sc2ccccc2NC1=O (stereo not drawn)	22	24	15	-15	4	3
Cc1cc(C)c(NC(=O)Nc2cccc(Cl)c2)c(C)c1	-17	-1	2	17	3	-4
S=c1[nH]nc(SCc2ccccc2Cl)c2[nH]cnc12	10	11	6	-20	-12	-47
CN1NC2(CCCCC2)ON=C1c1ccccc1	11	5	11	-6	-6	8
O=C(O)C1(c2ccccc2)CCCCC1	2	-4	-15	-12	-6	-2
COC(=O)CC(O)c1ccccc1 (stereo not drawn)	-11	13	5	5	-2	11
CC(=O)NCC(C)NC(C)=O (stereo not drawn)	8&-15	-7&-17	-27&-34	-15&-37	-2&-15	8&-7

Further results follow.
SMILES	mlh1 rad18	rad50	sgs1 mgt1	yeast mec2-1	yeast bub3	cln2 rad14
COc1ccc(C(=C(I)c2ccccc2)c2ccc(OC)cc2)cc1	-19	-32	-11	-26	-25	-16
CCOC(=O)C1=NN(c2ccc(C)cc2)C2=CC(C)=NN(C)C(=S)N21	-49	-18	-22	-7	7	-14
CCN(CC)c1ccc2cc(C(N)=S)c(=N)oc2c1	55	25	18	17	1	6
COc1ccc2c(c1)-c1cc(OC)ccc1C2c1ccccc1	-7	-1	-8	-9	5	-57
c1coc(CNc2nc(N3CCCCC3)nc3nc[nH]c23)c1	-9	9	16	16	-34	9
O=C1OCC/C1=C\CCCCCCCCC1CO1 (stereo not drawn)	-2	-3	2	15	17	-3
NC(Cc1ccc(C(=O)O)cc1)C(=O)O (stereo not drawn)	6	-13	2	11	6	-25
CCC(=O)N1C(=O)OCC1C(C)C (stereo not drawn)	15	-3	-22	-21	-9	13
COCC1OCCN1C (stereo not drawn)	-32	13	-10	8	6	17
CC(C)CCCC(C)C1CCC2C3CC=C4C(C)(CCC5(OCCS5)C4(C)C)C3CCC12C (stereo not drawn)	-14	41	1	7	-2	-16
O=c1[nH]c2cc(Cl)ccc2nc1/C=C(\O)c1cccc([N+](=O)[O-])c1	23	-1	3	-20	-25	21
C[Si]1(C)CCCCC2(C1)C(=O)NNC2=O	-17	-18	-13	2	-4	-9
O=C(O)c1cc(C(=O)Nc2cccc3ccccc23)c(C(=O)O)cc1C(=O)Nc1cccc2ccccc12	23	15	18	24	6	-5
O=[N+]([O-])c1ccc(C2=NCC=CCO2)cc1	13	18	8	16	4	-7
CC(=O)c1ccc(I)cc1	18	5	25	-12	14	14
CCC1=C(C)/C(=C/c2[nH]c(C)c(CC)c2C)N=C1C	22&60	33&61	78*	-3&67	23&31	-58&19
CC(=O)N(C)c1ccc(NC(=O)C2CCCCC2C(=O)O)cc1 (stereo not drawn)	-14	7	6	9	22	4
CC1Oc2c(c(=O)oc3ccccc23)[C@@]1(C)CC1C[C@H](C)C(=O)O1 (stereo partly drawn)	39	32	35	26	11	12
CCN1C(=O)/C(=C\c2coc3ccccc3c2=O)SC1=S	0	-3	0	-35	-24	0
C=C[C@@]1(C)C=C2CC[C@@H]3[C@](C)(CCC[C@@]3(C)C(=O)O)[C@H]2CC1	55	67	31	38	35	52
Cc1ccc(Nc2nc(C)c(C(=O)CC(=O)C(=O)Nc3c(C)cccc3C(C)(C)C)s2)cc1	3	14	0	-18	-1	-19
Cc1nc(C(=O)O)c(C(=O)O)[nH]1	1	-4	-11	-15	-8	-2
COc1cc2c(cc1OC)-c1cc3cc(OC)c(OC)cc3c(C)[n+]1CC2 (tested in a mixture with another compound)	-67	6	12	0	11	19
COC(=O)c1ccc(SSc2ccc(C(=O)OC)cc2[N+](=O)[O-])c([N+](=O)[O-])c1	-26	-24	-28	-23	-23	-9
Cc1ccc(-c2cc(-c3cc(-c4ccc(C)cc4)nc(N)n3)nc(N)n2)cc1	-13	4	-20	-13	-25	-13
CCCCOC(=O)c1ccccc1C(=O)Nc1ccccc1	-20	8	2	13	4	2
Cc1ccc([N+](=O)[O-])cc1NC(=O)Nc1cccc(Cl)c1Cl	11	4	10	3	18	9
O=C(NC(=O)c1c(F)cccc1F)Nc1ccc(OCc2ccccc2)cc1	21	24	5	0	-4	9
CC(C)(O)CC(C)(N)C(=O)O (stereo not drawn)	1	-5	-13	0	-4	2
COc1cccc2cc(C)c(C(=O)c3ccccc3)nc12	-16	-12	7	-18	-4	18
O=C1c2ccccc2NC(O)c2cccn21 (stereo not drawn)	-5	0	-4	0	11	-26
CCC1C(c2cc(OC)c(OC)c(OC)c2)c2cc3c(cc2OC1N1CCOCC1)OCO3 (stereo not drawn)	-10	-3	-8	-19	-13	6
C[N+](C)(C)C=Nc1cccc2c1CCCC2	2	3	-26	-38	6	-7
CCOC(=O)c1c2cccccc-2nc1Nc1cccc2c(C)ccnc12	6	12	-3	-21	-16	10
CCCN(CCC)CC(O)c1ccc(Cl)c2ccccc12 (stereo not drawn)	-10	2	21	-30	-18	-35
COc1ccc(Cc2nc3ccccc3s2)cc1OC	92*	90*	94*	93*	93*	92*
